EP2 mod: EP2 receptor modulators, cAMP readout, primary screen, cell-based, HTRF cAMP, PGE2 stimulation; EP2-expressing cells, cAMP HTRF FRET, PGE2 co-stimulation; induction, % at 25 µM; AID 940, 2007; actives 0.83% (n = 260,000);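 active = compounds whose cAMP rise, as percent of the full-agonist control response, exceeds 60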;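 note: rat C6 glioma line stably carrying human EP2 under a CMV promoter; the protocol text gives 20 µM as final concentration; 100% = response of wells given 1 µM PGE2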
TRPN1 ag: zebrafish TRPN1 channel agonists, primary screen, cell-based, HEK293, calcium fluorescence; activation, % at 3 µM; actives 0.18% (n = 220,000); transient receptor potential cation channel N1 (TRPN1/NompC), Danio rerio; HEK293 zebrafish TRPN1-YFP, Fluo-8 calcium fluorescence; 100% = response to 87 µM carbachol;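 active = activation above its plate's cutoff, the mean activation of test wells on that plate plus 3 SD, cut at about 19% in these data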;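 note: 0% = DMSO alone and 100% = 87 µM carbachol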
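Material: zebrafish TRPN1-YFP in HEK293 cells. Doses: one dose of 3 µM, 0.3% DMSO. Incubation: dye 1 h 37 °C plus 30 min RT. Measured by: intracellular calcium fluorescence with Fluo-8.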
S1P4 antagonist: S1P4 receptor antagonists, primary screen, cell-based | actives 0.26% (n = 220,000) | inhibition, % at 4.98 µM | Sphingosine 1-phosphate receptor 4 (Homo sapiens), O95977 | AID 1510, 2009 | S1P4-expressing cells, antagonist mode, reporter read-out; in the data active = inhibition above about 29%;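 note: 0% = wells stimulated with agonist and 100% = vehicle wells without agonist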
CHOP inh: inhibitors of CHOP promoter induction, primary screen, cell-based, unfolded protein response, luciferase reporter; actives 3.8% (n = 220,000); inhibition, % at 10 µM; AID 2732, 2010; CHO-K1 CHOP-promoter luciferase, tunicamycin-induced, 15-18 h;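 active = compounds that reduced the stress-induced luciferase reporter signal by more than about 70% of percent inhibition, limit read from the data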;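 note: 0% = tunicamycin plus vehicle and 100% = wells without tunicamycin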
NPY-Y1 antag: NPY-Y1 receptor antagonists, primary screen, cell-based. Neuropeptide Y receptor type 1 (Homo sapiens), P25929. HEK293-CNG Y1 cells, membrane potential fluorescence; NPY at EC95, then isoproterenol. inhibition, % at 3.6 µM. actives 1% (n = 200,000);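 active = inhibition above the campaign mean inhibition of all tested compounds plus 3 SD, cut at about 20% in these data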;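 note: 0% = DMSO wells given NPY plus isoproterenol and 100% = isoproterenol alone without NPY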
Target sequence (P25929 whole entry, looked up): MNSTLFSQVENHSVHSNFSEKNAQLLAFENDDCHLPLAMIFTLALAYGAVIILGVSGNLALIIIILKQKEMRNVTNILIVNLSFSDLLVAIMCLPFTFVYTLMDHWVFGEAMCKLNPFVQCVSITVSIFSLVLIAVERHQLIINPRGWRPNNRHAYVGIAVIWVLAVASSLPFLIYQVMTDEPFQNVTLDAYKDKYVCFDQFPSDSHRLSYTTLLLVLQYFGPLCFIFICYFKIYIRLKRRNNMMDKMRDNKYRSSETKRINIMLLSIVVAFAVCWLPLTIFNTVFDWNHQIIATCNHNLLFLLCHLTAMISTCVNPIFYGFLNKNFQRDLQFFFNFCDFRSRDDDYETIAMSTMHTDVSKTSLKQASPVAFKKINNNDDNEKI
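Benchmarks – high control isoproterenol alone, low control NPY with isoproterenol · Material – HEK293 Y1/CNG channel cell line · Times – dye 3 h, compound 60 min room temperature, stimulation 45 min · Probe or stimulus – NPY (25 nM), isoproterenol (1 µM), Ro 20-1724 (25 µM) · Evaluation – % inhibition of NPY effect · Signal – fluorescence, membrane potential probe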
S1P4 agonist: S1P4 receptor agonists, primary screen, cell-based. activation, % at 4.98 µM. AID 1509, 2009. actives 0.35% (n = 220,000). S1P4-expressing cell line, agonist reporter assay. Sphingosine 1-phosphate receptor 4 (Homo sapiens), O95977; in the data active = activation above about 11%;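 note: 0% = DMSO vehicle and 100% = reference agonist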
TRPML3 agonist: human TRPML3 channel agonists, primary screen, cell-based, HEK293 TRPML3-YFP, Fluo-8 calcium fluorescence, 3 µM; Mucolipin-3 (Homo sapiens), Q8TDD5; 100% = the carbachol control signal; activation, % at 3 µM; actives 0.29% (n = 220,000);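 active = activation above its plate's cutoff, the mean activation of the plate's test wells plus 3 SD, cut at about 12% in these data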;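 note: 0% = DMSO only wells and 100% = carbachol wells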
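Test system: HEK293 cells stably carrying human TRPML3-YFP; Doses: single dose, 3 µM final nominal compound, 0.3% DMSO final; Schedule: dye loading 1 h 37 °C then 30 min ambient, 125 s read; Technique: Fluo-8 calcium fluorescence; Benchmarks: high control carbachol 87 µM, low control DMSO.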
NPY-Y2 PAM-ag: NPY-Y2 potentiators or agonists, primary screen, cell-based; Neuropeptide Y receptor type 2 (Homo sapiens), P49146; actives 0.45% (n = 220,000); cells expressing NPY-Y2, potentiator/agonist read-out; activation, % at 3.6 µM; AID 1359, 2008; in the data active = activation above about 27%;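 note: cells stimulated with NPY near EC25 plus isoproterenol at EC100; 0% = vehicle plus submaximal agonist and 100% = vehicle plus saturating agonist; some results beyond the cut were filed as inactive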
Target sequence (P49146 whole entry, looked up): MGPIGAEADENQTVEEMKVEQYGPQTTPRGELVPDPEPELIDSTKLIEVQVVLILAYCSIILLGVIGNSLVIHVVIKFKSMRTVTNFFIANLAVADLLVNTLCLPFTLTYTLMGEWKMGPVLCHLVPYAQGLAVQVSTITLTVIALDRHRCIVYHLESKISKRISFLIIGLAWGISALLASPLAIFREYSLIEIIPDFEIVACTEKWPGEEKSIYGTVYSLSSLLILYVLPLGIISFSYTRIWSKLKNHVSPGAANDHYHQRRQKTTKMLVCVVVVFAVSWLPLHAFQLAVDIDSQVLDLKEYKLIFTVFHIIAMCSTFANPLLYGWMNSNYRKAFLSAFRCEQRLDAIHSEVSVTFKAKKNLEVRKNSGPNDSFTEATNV
NPY1 pot ag: NPY-Y1 receptor potentiators or agonists, primary screen, cell-based. Neuropeptide Y receptor type 1 (Homo sapiens), P25929. NPY-Y1 expressing cells, potentiator/agonist activation. activation, % at 3.6 µM. actives 0.37% (n = 220,000). AID 1304, 2008; in the data active = activation above about 33%, passing the limit was not always enough;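 note: cells stimulated with NPY at EC10 then isoproterenol at EC100; 0% = low agonist plus stimulus and 100% = saturating agonist plus stimulus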
The depositor's hits bear a star; / = not tested or not shown; & = joins results of further samples.

Molecule | EP2 mod | S1P4 antagonist | NPY1 pot ag | S1P4 agonist | NPY-Y2 PAM-ag | TRPML3 agonist | CHOP inh | TRPN1 ag | NPY-Y1 antag
Cc1cc(C)n(C2CC(=O)N(c3ccccc3)C2=O)n1 (configuration not stated) | 37 | -2 | 2 | -1.0 | 0 | 0.8 | 0 | 0.7 | 0
CCNC(=S)Nc1ccc(-c2nc3ccccc3[nH]2)cc1 | -26 | -19 | -1 | -0.7 | -8 | 0.9 | 1 | 0.8 | 1
COc1ccc(Cc2n[nH]c(=S)n2NC(=O)Nc2ccc(Cl)c(Cl)c2)cc1 | 17 | 27 | -14 | -0.8 | -26 | 0.5 | 14 | 3.8 | /
Nc1n[nH]c(N)c1N=Nc1ccccc1 | 15 | -5 | 26 | 2.7 | 23 | 0.0 | 4 | -1.9 | 0
COc1ccc(C2(c3ccc(OC(C)=O)cc3OC(C)=O)CC(c3ccccc3)NC(=S)N2)cc1 (configuration not stated) | -11 | 1 | -5 | -0.5 | 3 | 0.8 | 19 | 0.0 | -2
CCOc1ccc(/C=N/OCC(=O)Nc2cc(C)on2)cc1 | -37 | -32 | 2 | 0.8 | 12 | 1.9 | 42 | -0.1 | 0
OCC1(Cc2ccccc2)CCCN(Cc2ccn[nH]2)C1 (configuration not stated) | 16 | -22 | 0 | 1.5 | 6 | 0.0 | 14 | 1.4 | 1
CC(=O)Cc1nsc(NC(=O)c2ccc(-c3ccccc3Cl)o2)n1 | 1 | -10 | -29 | -1.6 | -6 | 0.2 | 10 | 1.8 | 0
C1=C(CCNCC2CCCCC2)CCCC1 | -16 | 8 | -3 | 2.0 | -8 | 1.2 | 1 | 0.1 | 4
Clc1ccc(-c2nc3ccccn3c2CN2CCSCC2)cc1 | 34 | 6 | -19 | -1.5 | -16 | -1.2 | -10 | -2.4 | 19
CC(C)(C)N/C=C(\C#N)S(=O)(=O)c1ccc(Br)cc1 | -1 | -7 | -4 | 0.1 | 7 | -0.2 | 0 | 0.5 | /
Cc1cccc(-n2c(C)cc(/C=N/O)c2C)c1 | 25 | -15 | -15 | -1.6 | -5 | 0.0 | 17 | -1.3 | 1
CCNC(=S)NNC(=O)c1ccoc1C | 12 | -9 | -20 | -0.3 | 4 | 0.5 | 4 | 0.0 | 0
Cn1cccc1CC(=O)N/N=C/c1ccco1 | -13 | -5 | 13 | 0.2 | -8 | 0.2 | -4 | -1.1 | /
CCOC(=O)c1sc(CS(=O)(=O)c2ccc(Cl)cc2)nc1C | 5 | -41 | 2 | 1.1 | -16 | -0.5 | -10 | -3.2 | /
Cc1ccc2c(c1)C1CCCC3C1N2CC(=O)N3Cc1ccccc1 (configuration not stated) | 33 | -11 | 13 | 0.0 | -5 | 0.7 | 50 | -0.1 | -9
CCCc1[nH]nc2c1C(c1ccc(O)cc1OCC)C(C#N)=C(N)O2 (configuration not stated) | -11 | -5 | -14 | 1.2 | 2 | 0.7 | 7 | 0.6 | 0
COc1ccc(C2CC(=O)C3=C(C2)Nc2ccccc2N(C(=O)C2CC2)C3c2cccnc2)cc1OC (configuration not stated) | 33 | 1 | 10 | 1.2 | 12 | 0.7 | 17 | 2.1 | -6
O=S(=O)(c1ccc(-n2cnnn2)cc1)N(C1CCCCC1)C1CCCCC1 | 64* | -16 | -12 | 0.1 | 7 | 1.2 | 59 | 1.1 | 1
Cc1cccc(C)c1NC(=O)COC(=O)c1cccnc1 | 2&21 | 0 | 15 | 2.9 | 6 | 1.3 | -2 | 1.1 | 2
C/C(=N/NC(=O)Cc1cccn1C)c1ccccc1 | 6 | -4 | 6 | 0.3 | -4 | -0.2 | -17 | 0.2 | 5
Cc1ccc2cc(C)c3nnc(SCC(=O)N4CCN(C(=O)c5ccco5)CC4)n3c2c1 | 11 | -1 | -27 | -2.0 | 9 | 1.2 | 4 | 0.5 | 1
Nc1ccc(N2CCCCC2)c(S(=O)(=O)Nc2ccc(Cl)cc2)c1 | 39 | 14 | 13 | 1.0 | 9 | -0.8 | -1 | -0.2 | /
CCc1ccc(OCC(=O)NC(=S)Nc2ccc(Br)c(C)n2)cc1 | 11 | -11 | 1 | 0.0 | -8 | 0.9 | 24 | 1.5 | -2
COc1ccc(S(=O)(=O)NCc2ccccc2)cc1 | 10 | -4 | -4 | 1.0 | -6 | -0.5 | 8 | -0.9 | 5
O=C(Nc1ccc(Cl)cc1Cl)c1n[nH]c(Cn2cncn2)n1 | 4 | 1 | 3 | -1.5 | 0 | -0.2 | -6 | -1.1 | 6
CC(=O)C1=C(O)C(=O)N(CCC(=O)O)C1c1cccc(F)c1 (configuration not stated) | 12 | -9 | 11 | -0.5 | 0 | 1.3 | -13 | 2.1 | -3
O=C(CCNc1n[nH]c(=O)[nH]c1=O)N1CCOCC1 | -16&-13 | -17 | -10 | 0.2 | -6 | 0.8 | -4 | 0.0 | 6
Cc1ccc(Oc2nc(C(F)(F)F)nc3ccccc23)cc1 | 52 | -16 | -34 | -0.8 | -14 | 0.3 | 37 | -0.4 | 15
O=C(Nc1ccccc1C(=O)NC(Cc1ccc(O)cc1)C(=O)O)c1ccccc1 (configuration not stated) | 21 | 18 | -10 | 1.0 | -20 | 0.4 | -7 | 0.1 | -7
CCOC(=O)C1=C(C)Nc2ncnn2C1c1ccccc1F (configuration not stated) | 20 | -8 | 10 | 0.7 | -2 | 0.7 | 31 | 1.2 | -1
CC(C)C[C@H](NC(=O)CCn1nnc2ccccc2c1=O)C(=O)O | 5 | -9 | 16 | 0.5 | 4 | -0.2 | 7 | 1.3 | /
Cc1ccc(NC(=O)N2N=C(c3ccc(F)cc3)CC2c2ccc(F)cc2)cc1 (configuration not stated) | 28 | -6 | 7 | 0.1 | 6 | 0.2 | -12 | 0.8 | 9
COc1ccc(-c2nnc(NC(=O)c3ccc(S(=O)(=O)N4CCCc5ccccc54)cc3)o2)cc1 | -17 | -11 | -6 | -0.9 | 8 | -0.3 | 17 | -1.3 | 3
CCCc1nnc(SCc2ccc(OCC)cc2)n1N | 4 | -15 | -1 | -0.2 | 2 | 0.9 | -14 | -1.3 | 5
COc1ccc(S(=O)(=O)NN(C)C(=O)c2nn(-c3ccccc3)ccc2=O)cc1 | 14 | -16 | 13 | 0.9 | -2 | 0.9 | 10 | 0.6 | -5

8 of these compounds in another layout:
Sequence of screens: EP2 mod | S1P4 antagonist | NPY1 pot ag | S1P4 agonist | NPY-Y2 PAM-ag | TRPML3 agonist | CHOP inh | TRPN1 ag | NPY-Y1 antag
> COc1ccc(S(=O)(=O)NCc2ccccc2)cc1
→ 10 | -4 | -4 | 1.0 | -6 | -0.5 | 8 | -0.9 | 5
> O=C(Nc1ccc(Cl)cc1Cl)c1n[nH]c(Cn2cncn2)n1
→ 4 | 1 | 3 | -1.5 | 0 | -0.2 | -6 | -1.1 | 6
> CC(=O)C1=C(O)C(=O)N(CCC(=O)O)C1c1cccc(F)c1 (configuration not stated)
→ 12 | -9 | 11 | -0.5 | 0 | 1.3 | -13 | 2.1 | -3
> O=C(CCNc1n[nH]c(=O)[nH]c1=O)N1CCOCC1
→ -16&-13 | -17 | -10 | 0.2 | -6 | 0.8 | -4 | 0.0 | 6
> Cc1ccc(Oc2nc(C(F)(F)F)nc3ccccc23)cc1
→ 52 | -16 | -34 | -0.8 | -14 | 0.3 | 37 | -0.4 | 15
> O=C(Nc1ccccc1C(=O)NC(Cc1ccc(O)cc1)C(=O)O)c1ccccc1 (configuration not stated)
→ 21 | 18 | -10 | 1.0 | -20 | 0.4 | -7 | 0.1 | -7
> CCOC(=O)C1=C(C)Nc2ncnn2C1c1ccccc1F (configuration not stated)
→ 20 | -8 | 10 | 0.7 | -2 | 0.7 | 31 | 1.2 | -1
> CC(C)C[C@H](NC(=O)CCn1nnc2ccccc2c1=O)C(=O)O
→ 5 | -9 | 16 | 0.5 | 4 | -0.2 | 7 | 1.3 | /

Continuation:
Molecule | EP2 mod | S1P4 antagonist | NPY1 pot ag | S1P4 agonist | NPY-Y2 PAM-ag | TRPML3 agonist | CHOP inh | TRPN1 ag | NPY-Y1 antag
O=S(=O)(N/N=C/c1ccc(Cl)cc1)c1ccc(Cc2ncc(C(F)(F)F)cc2Cl)s1 | 9 | 8 | 0 | 1.5 | 12 | 0.1 | 100* | 0.5 | 6
CN=C(c1ccc(C)cc1)n1c(=S)nc(-c2ccc(C)cc2)n(C)c1=S | 47 | -10 | 8 | -0.7 | -2 | 0.5 | 16 | -1.6 | 8
COc1ccc(-c2cn3cc(Br)cnc3n2)cc1 | 0 | -8 | 10 | -1.8 | -15 | 0.6 | -5 | -0.8 | -1
COc1ccc(-c2csc3ncnc(Nc4ccc(O)cc4)c23)cc1 | 4 | -10 | 17 | 0.5 | -38 | 0.7 | 33 | -0.9 | 10
O/N=C(\c1ccccn1)C1CC1c1ccccc1 (configuration not stated) | 25 | -15 | -2 | 3.5 | 9 | 0.5 | 7 | 0.1 | 7
Cc1ccc(C(C(=O)Nc2ccc3c(c2)OCO3)N(C)C(=O)Cc2c[nH]c3ccccc23)cc1 (configuration not stated) | 5 | -11 | 12 | -0.3 | 4 | 0.0 | 13 | 1.2 | 35*
N=C1/C(=C\c2coc3ccc(O)cc3c2=O)C(=O)N=C2SC=CN12 | -28 | 0 | 3 | -0.3 | 15 | 18* | -1 | 84* | /
O=C(Nc1ccccc1)O/N=C/c1ccccc1Cl | -7 | -7 | -24 | 2.4 | -1 | 0.2 | -20 | -1.2 | 4
O=C(Nc1ccc2c(c1)OCO2)c1ccc(S(=O)(=O)NCC2CCCO2)cc1 (configuration not stated) | -9 | 11 | -25 | -1.9 | 7 | 1.4 | 12 | 0.8 | -4
O=[N+]([O-])/C=C/c1cn(Cc2ccc(F)cc2)c2ccccc12 | -12 | -8 | 12 | 0.3 | 1 | -0.1 | 93* | 0.1 | 3

Entries above shown as hits in NPY-Y1 antag:
Compound | EP2 mod | S1P4 antagonist | NPY1 pot ag | S1P4 agonist | NPY-Y2 PAM-ag | TRPML3 agonist | CHOP inh | NPY-Y1 antag
Cc1ccc(C(C(=O)Nc2ccc3c(c2)OCO3)N(C)C(=O)Cc2c[nH]c3ccccc23)cc1 (configuration not stated) | 5 | -11 | 12 | -0.3 | 4 | 0.0 | 13 | 35*

Compound activity from PubChem BioAssay.
